tim10-1 inh: tim10-1 yeast growth inhibition | S. cerevisiae tim10-1 ts strain growth, BacTiter-Glo, 24 h | inhibition, % at 20 µM | 330,000 compounds, 2.2% hits | AID 463190;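 active = inhibition of at least 40%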;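 also: mutant grown at 25 °C; 0% = DMSO wells with yeast and 100% = wells holding no yeast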
TIM10 inh: inhibits growth of TIM10 yeast strain | S. cerevisiae TIM10 strain growth, BacTiter-Glo luminescence, 24 h | inhibition, % at 10 µM | 330,000 compounds, 1.4% hits;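 active = inhibition of 40% or more at the single tested concentration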;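 also: wild-type TIM10 isogenic control strain grown at permissive 25 °C; 0% = DMSO yeast wells and 100% = minimal medium wells without yeast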
CXCR6 block: blocks human CXCR6 beta-arrestin recruitment. inhibition, % at 20 µM. AID 602244. 360,000 compounds, 0.36% hits. CHO-K1 PathHunter CXCR6 beta-arrestin, luminescence. O00574; in the data active = inhibition above about 34%, passing the limit was not always enough;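 also: antagonist mode with CXCL16 agonist at 10 nM final; 0% = 10 nM CXCL16 with DMSO and 100% = unstimulated wells without agonist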
APJ ag: activates the human apelin receptor APJ | P35414 | AID 2520 | CHO-K1 APJ PathHunter beta-arrestin, luminescence; 0% DMSO wells, 100% apelin | 330,000 compounds, 0.11% hits | activation, % at 20 µM;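 active = activation more than six SD over the plate average, tested at 20 µM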;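 also: 0% = DMSO alone and 100% = apelin-13 at 10 nM; some results filed as inactive read as strong as hits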
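Assay system: CHO-K1 APJ beta-arrestin complementation cell line / Compound: single test compound dose, 20 µM final, 1% DMSO / Times: overnight seeding, 90 min compound at 25 °C, 1 h detection / Technique: beta-gal luminescence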
CHOP UPR activ: activators of apoptotic arm of unfolded protein response (CHOP); CHO-CHOP luciferase reporter, UPR activation, luminescence; percent of tunicamycin response over DMSO baseline; activation, % at 10 µM; 330,000 compounds, 0.34% hits; AID 449763;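 active = at 10 µM dose, activation of 40% or more, normalized to positive control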;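 also: 100% = tunicamycin at 10 µg/mL and 0% = DMSO alone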
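Assay system: CHO-CHOP cells, stable luciferase reporter of PERK-eIF2a-CHOP signalling / Buffer or medium: F12 plus 10% serum / Compound dosing: one dose, 10 µM in 0.5% DMSO / Times: 6 h compound treatment, 37 °C / Technique: luciferase luminescence / Read-out: % reporter activation, DMSO baseline versus tunicamycin full activation / Benchmarks: tunicamycin and DMSO controls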
tim23-1 inh: tim23-1 yeast growth inhibition | S. cerevisiae tim23-1 growth, BacTiter-Glo luminescence, 24 h | AID 463212 | 330,000 compounds, 1.3% hits | inhibition, % at 20 µM;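 active = growth inhibition of the mutant yeast at or above 50%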;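 also: temperature-sensitive mutant grown at 25 °C; plate controls were DMSO-treated mutant yeast for no effect and medium wells lacking yeast for full effect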
UPR XBP1 act: adaptive UPR (XBP1) activation. 330,000 compounds, 0.33% hits. activation, % at 20 µM. CHO-XBP1 luciferase reporter, IRE1-XBP1 UPR activation, luminescence; percent of tunicamycin response, DMSO as zero. AID 463104;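 active = versus positive control, 20 µM dose yields 30% or more activation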;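 also: 100% = tunicamycin at 10 µg/mL and 0% = DMSO only wells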
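Material: CHO-XBP1 cells stably carrying IRE1-XBP1-driven luciferase reporter / Amount: 1000 cells per well / Compound: 20 µM, 1% DMSO / Times: 6 h treatment, 37 °C / Detection: luciferase luminescence / Measure: % activation of reporter signal versus tunicamycin and DMSO controls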
APJ antag: antagonists of human APJ apelin receptor; inhibition, % at 20 µM; CHO-K1 APJ beta-arrestin complementation, luminescence; 330,000 compounds, 0.32% hits; AID 2521;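 active = inhibition above about 40% at 20 µM, limit read from the data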;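 also: cells challenged with 10 nM apelin-13 agonist together with compound; plate controls were apelin-13 plus DMSO wells for no effect and DMSO wells lacking apelin-13 for full effect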
Mdm2-MdmX inh: human Mdm2/MdmX binding inhibition; O15151+Q00987; SaOS-2 split-luciferase Mdm2/MdmX complementation, luminescence; inhibition, % at 8 µM; 330,000 compounds, 3% hits; AID 485346;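 active = inhibition of at least 50% at 8 µM in the primary screen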
Target sequence (O15151 whole entry, looked up): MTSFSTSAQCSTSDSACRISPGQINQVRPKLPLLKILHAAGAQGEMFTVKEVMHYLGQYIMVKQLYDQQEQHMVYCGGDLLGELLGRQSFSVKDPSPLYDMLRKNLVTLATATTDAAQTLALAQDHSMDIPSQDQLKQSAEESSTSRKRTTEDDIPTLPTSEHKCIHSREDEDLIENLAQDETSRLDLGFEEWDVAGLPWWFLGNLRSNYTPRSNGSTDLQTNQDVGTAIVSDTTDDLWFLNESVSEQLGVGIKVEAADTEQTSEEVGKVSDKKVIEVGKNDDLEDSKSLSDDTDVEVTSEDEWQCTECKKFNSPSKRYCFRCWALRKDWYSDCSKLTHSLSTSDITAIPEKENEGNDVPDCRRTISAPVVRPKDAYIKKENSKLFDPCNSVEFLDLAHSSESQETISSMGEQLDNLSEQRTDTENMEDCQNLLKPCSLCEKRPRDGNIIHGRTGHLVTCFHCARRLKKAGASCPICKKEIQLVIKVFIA
Target sequence (Q00987 whole entry, looked up): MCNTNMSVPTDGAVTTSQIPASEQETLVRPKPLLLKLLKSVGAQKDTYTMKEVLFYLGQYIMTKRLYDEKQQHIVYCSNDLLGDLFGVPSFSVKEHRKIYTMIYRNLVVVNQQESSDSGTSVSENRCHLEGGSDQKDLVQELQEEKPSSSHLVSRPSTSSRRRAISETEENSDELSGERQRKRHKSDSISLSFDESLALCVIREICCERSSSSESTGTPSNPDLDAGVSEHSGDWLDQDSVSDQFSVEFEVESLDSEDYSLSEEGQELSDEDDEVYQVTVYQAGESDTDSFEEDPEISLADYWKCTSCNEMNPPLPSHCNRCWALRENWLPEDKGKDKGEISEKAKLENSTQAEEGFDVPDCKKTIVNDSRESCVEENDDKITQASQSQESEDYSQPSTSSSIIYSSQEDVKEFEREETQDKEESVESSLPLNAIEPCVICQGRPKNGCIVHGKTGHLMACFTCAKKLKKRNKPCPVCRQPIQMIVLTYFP
An asterisk follows results filed as active; x = not tested or not shown.

SMILES	tim10-1 inh	TIM10 inh	CXCR6 block	APJ ag	CHOP UPR activ	tim23-1 inh	UPR XBP1 act	APJ antag	Mdm2-MdmX inh
O=C(N1CCCCC1)N1CCCN(C(=O)N2CCCCC2)CC1	4	-4	4	-7	-0.4	1	-3	7	14
CCOC(=O)C1=C(COC(=O)/C=C/c2ccc(OC)cc2)NC(=O)NC1C (stereo not drawn)	4	3	-2	7	2.4	13	2	-11	47
CC1(C)Cc2nc3sc(C(=O)NCCCO)c(N)c3cc2CS1	4	0	-5	-2	2.5	9	-2	1	-16
COC(=O)C1=C(C)Nc2[nH]c(=S)[nH]c(=O)c2C1c1ccc(OC)cc1 (stereo not drawn)	2	4	7	0	0.2	14	1	-1	14
Cc1cccc(CC2CC(=O)N(C3CCCCC3)C2=O)c1 (stereo not drawn)	18	8	7	-4	0.1	26	-3	-17	-19
Cc1ncc2c(n1)-c1cc(F)ccc1SC2	34	7	-14	-4	-1.6	24	-2	10	23
CN(c1nc2nonc2nc1NC1CC1)C1CCOC1 (stereo not drawn)	-3	0	2	-2	-1.3	8	-4	-3	10
CC(C)C(=O)Nc1c(C(=O)c2ccc(F)cc2)oc2ccccc12	14	6	3	-7	-0.1	19	-2	20	5
C(=N\Nc1nc(-c2ccccc2)cs1)/c1cccs1	35	33	-7	5	3.8	18	3	-9	-195
O=C(O)COc1ccccc1/C=N/NC(=O)c1ccc2c(c1)OCCO2	3	3	1	-3	0.2	-62	-1	16	18
Fc1ccc(CN2CCSCC2)cc1F	12	-1	-8	-2	1.0	7	-2	-1	-9
COCCNC(=S)N1CCN(C)CC1	8	-15	-2	-2	0.2	8	-1	-16	0
CCOC(=O)C1(Cc2ccccc2)CCN(Cc2ccon2)CC1	13	8	0	-3	-0.3	11	0	-9	-10
O=C(O)[C@H](Cc1ccccc1)N1C(=O)c2c(Cl)c(Cl)c(Cl)c(Cl)c2C1=O	7	4	-8	5	-1.0	-7	-1	13	11
Cc1cccc2c1-c1sc(C(=O)NCCCN3CCc4ccccc4C3)cc1CO2	1	23	-5	2	1.0	10	-2	-12	18
O=C(NCc1ccccn1)Nc1cccc(NC(=O)NCc2ccccn2)c1	-6	0	-1	0	2.1	6	-1	-2	-6
CCOC(=O)c1[nH]c2ccccc2c1N=C(C)N(CC)CC	0	2	-6	-1	-0.5	10	4	7	19
CC1CN(CCOc2ccccc2[N+](=O)[O-])CC(C)O1 (stereo not drawn)	7	-13	-4	-1	0.3	8	-2	2	6
Cc1cc(C)n(C(=O)C23CC4CC(CC(C4)C2)C3)n1	-2	-3	x	-6	1.8	16	-2	4	-12
C[C@H](CO)N1C[C@H](C)[C@@H](CN(C)S(C)(=O)=O)Oc2c(NC(=O)c3ccncc3)cccc2C1=O	10	9	2	-4	2.6	12	-2	-5	11
Cn1cc(/C=N/NC(=O)c2cc3cc(Br)ccc3o2)c2ccccc21	1	-5	-3	5	-0.4	-5	1	11	20
CCOc1ccccc1CN1CCCC(CNC(=O)Cc2ccc(OC)cc2)C1 (stereo not drawn)	-7	2	-1	-5	-0.2	-4	-6	15	-83
O=C(COc1ccccc1)Nc1c2c(nn1-c1ccccc1)CS(=O)C2 (stereo not drawn)	13	-4	8	-2	-2.8	-6	-1	9	-1
CCOC(=O)c1c(C)[nH]c(C(=O)OCc2csc(CC(=O)Nc3ccccc3C)n2)c1C	8	2	-6	-4	1.2	-3	-4	-23	1

Entries listed so far containing four or more nitrogen atoms:
SMILES	tim10-1 inh	TIM10 inh	CXCR6 block	APJ ag	CHOP UPR activ	tim23-1 inh	UPR XBP1 act	APJ antag	Mdm2-MdmX inh
O=C(N1CCCCC1)N1CCCN(C(=O)N2CCCCC2)CC1	4	-4	4	-7	-0.4	1	-3	7	14
CN(c1nc2nonc2nc1NC1CC1)C1CCOC1 (stereo not drawn)	-3	0	2	-2	-1.3	8	-4	-3	10
O=C(NCc1ccccn1)Nc1cccc(NC(=O)NCc2ccccn2)c1	-6	0	-1	0	2.1	6	-1	-2	-6
C[C@H](CO)N1C[C@H](C)[C@@H](CN(C)S(C)(=O)=O)Oc2c(NC(=O)c3ccncc3)cccc2C1=O	10	9	2	-4	2.6	12	-2	-5	11

Additional entries:
SMILES	tim10-1 inh	TIM10 inh	CXCR6 block	APJ ag	CHOP UPR activ	tim23-1 inh	UPR XBP1 act	APJ antag	Mdm2-MdmX inh
O=C(CSc1nnnn1-c1ccccc1)CC(=O)Nc1ccc(Cl)cc1	31	7	11	-2	-0.5	42	-4	11	31
COC(=O)c1ccccc1NC(=O)CNC(=O)c1ccco1	12	-4	-3	0	-1.4	3	1	0	-3
CC(C)(C)NCC(=O)c1c[nH]c2ccccc12	10	1	-4	-1	-1.0	9	-2	5	-17
N/C(=N\OC(=O)CCCc1ccccc1)c1ccccn1	30	18	1	-12	1.7	25	0	-9	3
Cc1ccc(S(=O)(=O)N2CCC(C(=O)NCc3ccccc3Cl)CC2)cc1	16	2	-3	0	-0.4	15	-1	3	-10
O=S(=O)(N1CCOCC1)N1CCN(c2ccc(F)cc2)CC1	9	14	2	-1	1.7	8	1	8	17
O/N=C/c1ccccc1OCc1ccc(Cl)cc1	23	42*	9	-4	5.9	52*	2	-4	-13
CCOc1cc(/C=N/NC(=O)c2ccc(CN3CCOCC3)cc2)ccc1OCc1ccccc1	2	13	1	4	4.9	13	1	-3	28
CN(C)S(=O)(=O)c1ccc(NC(=O)CSc2nnnn2C)cc1	2	8	-2	-4	-1.5	-16	-2	10	-3
Cc1c(C(=O)NCCc2ccccc2)oc2ccc(S(=O)(=O)N3CCC4(CC3)OCCO4)cc12	28	21	-7	1	2.6	21	1	-9	6
Cc1nc(-c2ccccn2)sc1C(=O)Nc1ccc(F)cc1	12	8	3	-4	-1.1	12	1	5	4
Cc1cccc(C)c1NC(=O)C(NC(=O)c1ccccn1)c1ccccc1[N+](=O)[O-] (stereo not drawn)	18	27	8	-2	-1.9	17	-2	2	5
O=C(N/N=C/c1cccnc1)C1CC1(c1ccccc1)c1ccccc1 (stereo not drawn)	26	0	-3	-2	0.1	-8	-4	8	31
Cc1ccc(NC(=O)c2ccc(S(=O)(=O)Nc3c(C)n(C)n(-c4ccccc4)c3=O)cc2)nc1	0	0	-5	-6	1.3	-15	2	5	-55
Cc1nc(Nc2cccc(C(F)(F)F)c2)nc2c1C(=O)CC(C)C2 (stereo not drawn)	3	3	-12	3	4.7	8	6	-10	54*
CCOc1ccc(S(=O)(=O)Nc2cccc(C(=O)N3CCN(c4ccc(OC)cc4)CC3)c2)cc1	13	10	-2	2	-3.2	15	-2	7	3
COc1ccc(OC)c(NC(=O)c2csc(Cl)c2OC)c1	23	26	1	-6	1.4	59*	1	-6	21
COc1cc2c(cc1OC)C(C(=O)N1CCCCC1)C(c1ccccc1F)N(C)C2=O (stereo not drawn)	13	10	-4	-2	-0.8	9	-3	-8	2
Cc1ccc(CN2CCN(C3CCC3)CC2CCO)cc1 (stereo not drawn)	-7	-3	5	-1	-0.8	4	-1	10	-41
O=C(NCc1ccco1)c1cc([N+](=O)[O-])ccc1N1CCOCC1	-9	-12	-1	-5	0.2	-4	-3	-2	-5
CC1CCN(S(=O)(=O)c2ccc(NC(=O)c3ccco3)cc2)CC1	36	17	0	-2	-1.0	21	-5	9	20
O=C(NC1CCCCC1)c1ccc2c(c1)OCCO2	-24	2	-3	1	4.5	6	-2	9	-2
COc1cccc(OCCn2cc(C=O)c3ccccc32)c1	3	-10	-3	-3	-0.6	37	0	4	-9
Cc1cccc(-c2n[nH]c(=S)n2/N=C/c2cccs2)c1	10	33	-3	-1	1.2	51*	3	13	12
COc1cccc(OC)c1C(=O)Nc1sc2c(c1C(N)=O)CCN(Cc1ccccc1)C2	-5	0	4	-4	-2.5	-7	-1	3	10
CC1CCCN(c2nc3ccsc3c(=O)s2)C1 (stereo not drawn)	5	20	-2	-4	5.2	33	5	4	-10
Cc1csc2nc(CNC(=O)c3cccc(C(F)(F)F)c3)cn12	16	17	-20	-4	21	17	-1	-18	18
Cc1cccc(C)c1OCc1cc(C(=O)NCc2cn(C)nc2C)no1	8	-6	-3	2	0.3	8	-1	-4	-5
O=C(Cn1cc(C(=O)c2ccco2)c2ccccc21)NCc1ccco1	-11	-3	10	-4	-0.4	-5	0	13	0
O=C(NCc1ccco1)C1CCCN(c2nnc(-n3cccc3)s2)C1 (stereo not drawn)	21	-99	-1	2	-0.7	-68	-3	14	0
O=C(COC(=O)c1ccc(Cl)c(S(=O)(=O)N2CCCCC2)c1)NCC1CCCCC1	-5	5	6	0	-2.3	19	0	-2	2
Cc1nc(-c2cccc(S(=O)(=O)N3CCOCC3)c2)cs1	-6	-3	-13	-4	-0.3	7	-2	10	8
Cc1ccc(C(=O)Nc2cccc(C(=O)N3CCOCC3)c2)cc1	1	2	3	-2	0.6	-14	-1	-7	5
COc1ccc(CC(=O)NNC(=O)COc2ccc(F)cc2)cc1S(=O)(=O)N1CCOCC1	10	0	1	-2	0.1	1	-3	3	2
O=C(CCC(=O)Nc1cccc(C(F)(F)F)c1)NCC1CCCO1 (stereo not drawn)	13	-6	-6	0	-1.5	6	0	8	13
CCCCOC(=O)C1=C(C)NC(=O)NC1c1ccc([N+](=O)[O-])s1 (stereo not drawn)	14	-2	-8	0	2.9	10	-1	-4	18
CN(Cc1nc2ccccc2[nH]1)C(=O)C1CCC(=O)N(C2CCCC2)C1 (stereo not drawn)	4	-4	-2	-1	-0.5	-10	-2	2	20
CC(C)CNC(=O)CSc1nnc(-c2ccccn2)n1Cc1ccccc1	24	-1	10	-1	-3.3	19	-2	9	7
CCCc1nc(-c2cc3cc(C)ccc3[nH]c2=O)no1	0	4	-6	0	-1.1	0	-2	-23	11
COc1ccc(-c2ccc(SCC(=O)NC3CCCC3)nn2)cc1OC	0	9	-3	2	-0.5	16	-7	-6	-8
CC(=O)Nc1cc(NC(C)=O)cc(-c2nc3ccccc3[nH]2)c1	-3	5	1	-2	-1.0	8	3	3	35
C/C(O)=C/c1nc2ccccc2[nH]c1=O	0	6	5	-3	2.5	-6	1	13	23
COCCn1c(SCC#N)nnc1-c1ccc([N+](=O)[O-])cc1	-10	7	-14	-1	1.5	9	-2	-6	-14
CCOC(=O)CC1ON(C)C(=O)N1c1ccc(Cl)cc1Cl (stereo not drawn)	7	-15	-4	-3	-2.1	18	0	21	10
O=C(NNC(=O)C1CCN(S(=O)(=O)c2ccccc2C(F)(F)F)CC1)c1ccccc1O	14	-9	-1	4	0.2	5	-1	9	53*
O=C1/C(=C\c2cccc(O)c2)SC(=S)N1Cc1ccccc1	-19	24	6	-3	2.8	50	-1	18	22
OC(CNc1ncnc2sccc12)c1ccccc1 (stereo not drawn)	-9	14	-5	1	7.8	-4	-5	3	-26
Cc1ccc(-c2nnc(-c3ccc(Br)cc3)o2)o1	-7	-4	-2	-3	6.9	4	5	18	-89
CCCCOn1c(C)c(C(C)=O)c2c3no[n+]([O-])c3ccc21	18	0	5	-5	1.5	10	-5	-5	36

Screening results: PubChem, Sanford-Burnham Center for Chemical Genomics

An excerpt; rates above refer to the full screens.
